ATG4B inh: blocks human ATG4B protease cleavage of LC3 substrate; Q9Y4P1; ATG4B cleavage of LC3-PLA2, NBD-HPC fluorescence, 1 h; inhibition, % at 8.33 µM; 0.51% of 340,000 active; AID 504462; in the data active = inhibition above about 40%
Target sequence (Q9Y4P1 whole entry, looked up): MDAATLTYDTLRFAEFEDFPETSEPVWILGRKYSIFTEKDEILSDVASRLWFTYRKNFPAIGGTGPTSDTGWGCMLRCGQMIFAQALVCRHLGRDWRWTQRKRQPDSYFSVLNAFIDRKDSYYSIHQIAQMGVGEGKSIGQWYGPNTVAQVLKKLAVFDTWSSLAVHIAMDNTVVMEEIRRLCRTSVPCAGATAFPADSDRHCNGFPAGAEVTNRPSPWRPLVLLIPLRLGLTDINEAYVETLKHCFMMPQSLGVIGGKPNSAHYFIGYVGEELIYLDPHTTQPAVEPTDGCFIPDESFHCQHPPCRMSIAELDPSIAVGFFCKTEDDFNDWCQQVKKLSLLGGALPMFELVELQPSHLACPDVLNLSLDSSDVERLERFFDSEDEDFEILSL
EBI2 antag: antagonists of human EBI2 receptor. inhibition, % at 5 µM. 0.81% of 360,000 active. AID 651636. EBI2 beta-arrestin recruitment, luminescence, 7a,25-OHC stimulated; in the data active = inhibition above about 38%;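 also: enzyme fragment complementation signal reports receptor beta-arrestin coupling in cells; 0% = agonist plus DMSO wells and 100% = wells without agonist; some results beyond the cut were filed as inactive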
Target sequence (P32249 whole entry, looked up, the tested form may be a part): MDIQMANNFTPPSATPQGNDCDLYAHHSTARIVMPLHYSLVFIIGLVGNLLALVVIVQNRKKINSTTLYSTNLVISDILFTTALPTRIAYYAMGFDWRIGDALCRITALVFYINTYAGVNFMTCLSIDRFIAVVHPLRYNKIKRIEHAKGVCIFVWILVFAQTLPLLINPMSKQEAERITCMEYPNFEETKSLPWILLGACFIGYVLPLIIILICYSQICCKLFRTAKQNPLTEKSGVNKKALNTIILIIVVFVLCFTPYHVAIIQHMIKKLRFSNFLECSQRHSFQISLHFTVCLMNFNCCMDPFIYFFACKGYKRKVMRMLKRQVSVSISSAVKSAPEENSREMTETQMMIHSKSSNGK
UBC13 inh: blocks human UBC13 polyubiquitin chain formation | TR-FRET | inhibition, % at 20 µM | P61088 | AID 485273 | 0.47% of 330,000 active; in the data active = inhibition above about 45%, passing the limit was not always enough
Target sequence (P61088 whole entry, looked up): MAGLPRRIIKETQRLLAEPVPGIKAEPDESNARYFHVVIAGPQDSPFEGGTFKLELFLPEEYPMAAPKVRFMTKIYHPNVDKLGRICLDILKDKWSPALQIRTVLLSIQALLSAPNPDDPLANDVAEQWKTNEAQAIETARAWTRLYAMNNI
APJ antagonist: blocks the human apelin receptor APJ | P35414 | 0.32% of 330,000 active | CHO-K1 APJ beta-arrestin complementation, luminescence | inhibition, % at 20 µM | AID 2521;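 active = inhibition above about 40% at 20 µM, limit read from the data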;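 also: cells challenged with 10 nM apelin-13 agonist together with compound; plate controls were apelin-13 plus DMSO wells for no effect and DMSO wells lacking apelin-13 for full effect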
CXCR6 inh: inhibitors of human CXCR6 receptor | O00574 | CHO-K1 PathHunter CXCR6 beta-arrestin, luminescence | inhibition, % at 20 µM | 0.36% of 360,000 active | AID 602244; in the data active = inhibition above about 34%, passing the limit was not always enough;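 also: antagonist mode with CXCL16 agonist at 10 nM final; 0% = 10 nM CXCL16 with DMSO and 100% = unstimulated wells without agonist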
CCR6 antagonist: antagonists of human CCR6 receptor; P51684; CHO-K1 CCR6 PathHunter beta-arrestin, luminescence, CCL20-stimulated; inhibition, % at 20 µM; 0.49% of 340,000 active;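 active = compounds whose inhibition of the agonist-driven luminescence signal at 20 µM reaches about 50%, limit read from the data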;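 also: cells stimulated with CCL20 at 14 nM final; plate controls were DMSO with CCL20 for no effect and DMSO without agonist for full effect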
APJ ag: agonists of human APJ apelin receptor | CHO-K1 APJ PathHunter beta-arrestin, luminescence; 0% DMSO wells, 100% apelin | activation, % at 20 µM | 0.11% of 330,000 active | AID 2520 | P35414;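 active = activation more than six SD over the plate average, tested at 20 µM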;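 also: 0% = DMSO alone and 100% = apelin-13 at 10 nM; some results filed as inactive read as strong as hits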
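Material: engineered CHO-K1 APJ arrestin reporter cells; amount: 1000 CHO-K1 reporter cells seeded per well; incubation: compound stimulation 90 min at 25 °C, detection 60 min; signal: luminescent beta-gal fragment complementation, chemiluminescent substrate; read-out basis: APJ agonist activity; controls: DMSO-only wells as negative, 10 nM Apelin-13 as positive control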
Gli-Sufu antag: antagonists of Gli-Sufu signaling | Sufu-KO-LIGHT fibroblasts, Gli luciferase reporter luminescence | inhibition, % at 5 µM | 0.74% of 340,000 active;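 active = inhibition above about 55%, limit read from the data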;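 also: 0% = DMSO-treated cells and 100% = wells with medium but no cells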
An asterisk follows results filed as active.

How did COc1ccc(C2(CNC(=O)Cc3ccc(OC)c(OC)c3)CCCC2)cc1 do in these assays?
ATG4B inh: -2; EBI2 antag: 10; UBC13 inh: -4; APJ antagonist: 2; CXCR6 inh: -4; CCR6 antagonist: 10; APJ ag: 0; Gli-Sufu antag: -7

How did CCCCCn1nc(C(=O)OCC(=O)c2c(N)n(C)c(=O)n(C)c2=O)c2ccccc2c1=O do in these assays?
ATG4B inh: -2; EBI2 antag: 19; UBC13 inh: 9; APJ antagonist: 3; CXCR6 inh: 6; CCR6 antagonist: 7; APJ ag: 0; Gli-Sufu antag: 1

What do the screens show for `CC(=O)Nc1ccc(S(=O)(=O)NNC(=O)c2ccc3c(c2)OCO3)cc1`?
ATG4B inh: -1; EBI2 antag: 4; UBC13 inh: -2; APJ antagonist: 3; CXCR6 inh: -13; CCR6 antagonist: 4; APJ ag: -4; Gli-Sufu antag: -2

Results for CCN1C[C@@H]2[C@@H]3C(=O)N(Cc4ccccc4)C(=O)[C@@H]3[C@](Cc3ccccc3)(C(=O)OC)N2C1=NCc1ccccc1 ?
ATG4B inh: -2; EBI2 antag: -14; CXCR6 inh: -4; CCR6 antagonist: 6; Gli-Sufu antag: 2

What do the screens show for `O=C([C@@H]1CC=C[C@@H]2CCN(C3CCCCC3)C(=O)[C@@H]21)N1CCN(c2ccccc2)CC1`?
ATG4B inh: -4; EBI2 antag: 8; UBC13 inh: 39; APJ antagonist: -60; CXCR6 inh: 6; CCR6 antagonist: 5; APJ ag: -4; Gli-Sufu antag: 9

Results for Cc1ccc(S(=O)(=O)c2c(COC(=O)c3ccc(Cl)cc3)c(-c3ccccc3)nn2C)cc1 ?
ATG4B inh: -5; EBI2 antag: 13; UBC13 inh: -10; APJ antagonist: 13; CXCR6 inh: 11; CCR6 antagonist: 27; APJ ag: -3; Gli-Sufu antag: -5

What do the screens show for `CCCOc1ccc(N2C(=O)C3C4C=CC(CC4)C3C2=O)cc1` (stereo unspecified)?
ATG4B inh: 4; EBI2 antag: -7; UBC13 inh: 6; APJ antagonist: -2; CXCR6 inh: 0; CCR6 antagonist: 12; APJ ag: -3; Gli-Sufu antag: -6

What do the screens show for `Cc1cc(NC(=O)c2c(F)cccc2Cl)no1`?
ATG4B inh: -2; EBI2 antag: -9; UBC13 inh: 6; APJ antagonist: -1; CXCR6 inh: -5; CCR6 antagonist: -1; APJ ag: -2; Gli-Sufu antag: -12

How did CC(=O)N1c2ccc(S(=O)(=O)NCCC(=O)NC3CCCCCC3)cc2CC1C (stereo unspecified) do in these assays?
ATG4B inh: -4; EBI2 antag: 5; UBC13 inh: 2; APJ antagonist: 2; CXCR6 inh: 0; CCR6 antagonist: -8; APJ ag: 2; Gli-Sufu antag: -10

Results for COc1ccccc1C(c1nnnn1C(C)(C)C)N1CCN(Cc2ccccc2)CC1 (stereo unspecified) ?
ATG4B inh: -7; EBI2 antag: -28; UBC13 inh: 10; APJ antagonist: 2; CXCR6 inh: 4; CCR6 antagonist: -22; APJ ag: -6; Gli-Sufu antag: 5

How did O=C(c1ccc(Cl)c(S(=O)(=O)N2CCCCC2)c1)N1CCN(Cc2ccccc2)CC1 do in these assays?
ATG4B inh: 4; EBI2 antag: -4; UBC13 inh: -4; APJ antagonist: 19; CXCR6 inh: 1; CCR6 antagonist: 19; APJ ag: 1; Gli-Sufu antag: 4

Results for Cc1ccc(NC(=O)CN2CCN(S(=O)(=O)c3ccc(F)cc3)CC2)cc1C ?
ATG4B inh: -17; EBI2 antag: 41; UBC13 inh: 6; APJ antagonist: 9; CXCR6 inh: -8; CCR6 antagonist: 11; APJ ag: -4; Gli-Sufu antag: 6

Results for Cc1cc2ccccn2c1C(=O)c1nc(NCc2ccccc2)ncc1Cl ?
ATG4B inh: 31; EBI2 antag: 26; UBC13 inh: -9; APJ antagonist: -3; CXCR6 inh: 13; CCR6 antagonist: 22; APJ ag: 10; Gli-Sufu antag: -7

How did CCCCn1nc(C(=O)N(C)C2CCCCC2)c2ccccc2c1=O do in these assays?
ATG4B inh: -4; EBI2 antag: -1; UBC13 inh: -13; APJ antagonist: -22; CXCR6 inh: 6; CCR6 antagonist: 13; APJ ag: -2; Gli-Sufu antag: 4

How did COc1ccc(C(=O)/C=C/Nc2ccc(S(N)(=O)=O)cc2)cc1OC do in these assays?
ATG4B inh: -7; EBI2 antag: -1; UBC13 inh: -6; APJ antagonist: -3; CXCR6 inh: -4; CCR6 antagonist: 6; APJ ag: 0; Gli-Sufu antag: 1

What do the screens show for `O=C(O)c1cccc(NC(=S)N/N=C/c2ccccn2)c1`?
ATG4B inh: 1; EBI2 antag: -2; UBC13 inh: -11; APJ antagonist: -16; CXCR6 inh: -12; CCR6 antagonist: -27; APJ ag: 5; Gli-Sufu antag: -95

What do the screens show for `FC(F)(F)c1cc(-c2ccco2)nc(NCc2ccc(Cl)cc2)n1`?
ATG4B inh: 29; EBI2 antag: 2; UBC13 inh: 4; APJ antagonist: 4; CXCR6 inh: -1; CCR6 antagonist: 11; APJ ag: -1; Gli-Sufu antag: 5

How did CCn1c(SC)nnc1-c1sc2cc(Cl)ccc2c1Cl do in these assays?
ATG4B inh: 8; EBI2 antag: -5; UBC13 inh: 11; APJ antagonist: 12; CXCR6 inh: 13; CCR6 antagonist: 5; APJ ag: -4; Gli-Sufu antag: 5

Results for CCC(=O)c1ccc(OCC(=O)OCC(=O)Nc2cccc(S(=O)(=O)N3CCOCC3)c2)cc1 ?
ATG4B inh: -12; EBI2 antag: 2; CXCR6 inh: 2; CCR6 antagonist: -2; Gli-Sufu antag: 0

How did CCCCOc1ccc(C(=O)OCC(=O)c2c(N)n(C)c(=O)n(C)c2=O)cc1 do in these assays?
ATG4B inh: -10; EBI2 antag: 7; UBC13 inh: -6; APJ antagonist: 14; CXCR6 inh: -4; CCR6 antagonist: 8; APJ ag: -2; Gli-Sufu antag: -2

How did O=C1COc2ccc(C(=O)COC(=O)c3ncc(Cl)c(Cl)c3Cl)cc2N1 do in these assays?
ATG4B inh: 6; EBI2 antag: -8; UBC13 inh: 1; APJ antagonist: 12; CXCR6 inh: 3; CCR6 antagonist: 8; APJ ag: -8

Results for O=C(Nc1cc(Cl)ccc1O)c1cc2n(n1)C(C(F)(F)F)CC(c1ccc3c(c1)OCO3)N2 (stereo unspecified) ?
ATG4B inh: 19; EBI2 antag: 20; UBC13 inh: -17; APJ antagonist: -11; CXCR6 inh: 7; CCR6 antagonist: 4; APJ ag: 2; Gli-Sufu antag: 10

What do the screens show for `O=C1OC(c2ccccc2)/C(=C(/O)c2ccc(Cl)cc2)C1=O` (stereo unspecified)?
ATG4B inh: 6; EBI2 antag: 0; UBC13 inh: -3; APJ antagonist: 4; CXCR6 inh: -5; CCR6 antagonist: -7; APJ ag: -4; Gli-Sufu antag: -1

How did CCOc1ccccc1OCC(=O)OCC(=O)c1c(N)n(CC(C)C)c(=O)n(C)c1=O do in these assays?
ATG4B inh: -5; EBI2 antag: -4; UBC13 inh: 10; APJ antagonist: -8; CXCR6 inh: -12; CCR6 antagonist: -2; APJ ag: 11; Gli-Sufu antag: 1

Results for CCN(CC(=O)NCc1cccs1)S(=O)(=O)c1cc(NC(C)=O)ccc1OC ?
ATG4B inh: -9; EBI2 antag: -3; UBC13 inh: -10; APJ antagonist: -1; CXCR6 inh: 2; CCR6 antagonist: 10; APJ ag: -3; Gli-Sufu antag: -9

How did Cc1ccc(C(=O)N2CCN(S(=O)(=O)N3CCCCC3)CC2)cc1 do in these assays?
ATG4B inh: 3; EBI2 antag: 24; UBC13 inh: 3; APJ antagonist: -2; CXCR6 inh: -3; CCR6 antagonist: 5; APJ ag: -4; Gli-Sufu antag: -6

Results for CC1CCCN(CCC(=O)Nc2ccc3c(c2)CCC3)C1 (stereo unspecified) ?
ATG4B inh: -8; EBI2 antag: 7; UBC13 inh: 4; APJ antagonist: 4; CXCR6 inh: -9; CCR6 antagonist: 6; APJ ag: -5; Gli-Sufu antag: 6

How did Cn1c(=O)c(C(=O)NNC(=O)c2cccc(Cl)c2)c(O)c2ccccc21 do in these assays?
ATG4B inh: 3; EBI2 antag: -10; UBC13 inh: 3; APJ antagonist: 2; CXCR6 inh: -2; CCR6 antagonist: 8; APJ ag: -2; Gli-Sufu antag: -28

Results for COc1ccc(-c2c(C(F)(F)F)nn(C)c2NC(=O)CSCC(=O)O)cc1 ?
ATG4B inh: -2; EBI2 antag: -4; UBC13 inh: 7; APJ antagonist: 14; CXCR6 inh: 2; CCR6 antagonist: -2; APJ ag: -1; Gli-Sufu antag: 5

How did Cc1cc(C)nc(SCC(=O)NN=Cc2ccc(C)o2)n1 do in these assays?
ATG4B inh: -2; EBI2 antag: 1; UBC13 inh: -22; APJ antagonist: 2; CXCR6 inh: -4; CCR6 antagonist: 10; APJ ag: 0; Gli-Sufu antag: -6

How did COc1ccccc1C(=O)NC(=O)COC(=O)c1cccc(OC(F)F)c1 do in these assays?
ATG4B inh: -5; EBI2 antag: 0; UBC13 inh: -2; APJ antagonist: -48; CXCR6 inh: -2; CCR6 antagonist: 14; APJ ag: -7; Gli-Sufu antag: -6

What do the screens show for `COc1cc(C(=O)Nc2cccc(-c3nnc(-c4ccco4)o3)c2)ccc1OC(C)=O`?
ATG4B inh: -11; EBI2 antag: 3; UBC13 inh: -6; APJ antagonist: -4; CXCR6 inh: -3; CCR6 antagonist: 3; APJ ag: 1; Gli-Sufu antag: 9

What do the screens show for `CCN(CC)CCNC(=O)c1ccc2c(c1)NC(=O)c1ccccc1S2`?
ATG4B inh: 4; EBI2 antag: -2; UBC13 inh: 22; APJ antagonist: 4; CXCR6 inh: 6; CCR6 antagonist: 9; APJ ag: -5; Gli-Sufu antag: 20

What do the screens show for `N#CCCN(C(=O)COC(=O)c1nc(Cl)ccc1Cl)c1ccccc1`?
ATG4B inh: 3; EBI2 antag: 4; UBC13 inh: -4; APJ antagonist: 3; CXCR6 inh: 10; CCR6 antagonist: 4; APJ ag: 4; Gli-Sufu antag: -8

How did CC(=O)Nc1ccc(S(=O)(=O)N2CCSCC2)cc1 do in these assays?
ATG4B inh: -16; EBI2 antag: -12; UBC13 inh: 3; APJ antagonist: 14; CXCR6 inh: -6; CCR6 antagonist: -6; APJ ag: 2; Gli-Sufu antag: 2

Results for Cc1nnsc1C(=O)N1CCN(c2ccc(C#N)cn2)CC1 ?
ATG4B inh: -12; EBI2 antag: 10; UBC13 inh: 5; APJ antagonist: 10; CXCR6 inh: 0; CCR6 antagonist: 2; APJ ag: -2; Gli-Sufu antag: 3

What do the screens show for `O=C(NCc1cccnc1)c1cccc(S(=O)(=O)N2CCCC2)c1`?
ATG4B inh: 6; EBI2 antag: 3; UBC13 inh: 11; APJ antagonist: 6; CXCR6 inh: 0; CCR6 antagonist: 3; APJ ag: -3; Gli-Sufu antag: -15

How did O=C(O)CCC(=O)Nc1ccc2c(c1)Cc1cc(NC(=O)CCC(=O)O)ccc1-2 do in these assays?
ATG4B inh: -2; EBI2 antag: -8; UBC13 inh: -4; APJ antagonist: 1; CXCR6 inh: -6; CCR6 antagonist: 7; APJ ag: 1; Gli-Sufu antag: 3

Results for Cc1cccc(C)c1OCC(=O)N1CCc2ccccc2C1 ?
ATG4B inh: 18; EBI2 antag: -5; UBC13 inh: 0; APJ antagonist: 6; CXCR6 inh: -2; CCR6 antagonist: 3; APJ ag: -5; Gli-Sufu antag: -1

High-throughput results: PubChem BioAssay, Sanford-Burnham Center for Chemical Genomics
